M1 PAM = potentiates human M1 receptor response to acetylcholine. hit rate 0.088% among 360,000. AID 588819. CHO-K1 hM1, Fluo-8 calcium fluorescence, ACh EC20; 0% = ACh EC20, 100% = maximal ACh. P11229. activation, % at 3 µM; in the data active means activation above about 19%, passing the limit was not always enough
Target sequence (P11229 whole entry, looked up): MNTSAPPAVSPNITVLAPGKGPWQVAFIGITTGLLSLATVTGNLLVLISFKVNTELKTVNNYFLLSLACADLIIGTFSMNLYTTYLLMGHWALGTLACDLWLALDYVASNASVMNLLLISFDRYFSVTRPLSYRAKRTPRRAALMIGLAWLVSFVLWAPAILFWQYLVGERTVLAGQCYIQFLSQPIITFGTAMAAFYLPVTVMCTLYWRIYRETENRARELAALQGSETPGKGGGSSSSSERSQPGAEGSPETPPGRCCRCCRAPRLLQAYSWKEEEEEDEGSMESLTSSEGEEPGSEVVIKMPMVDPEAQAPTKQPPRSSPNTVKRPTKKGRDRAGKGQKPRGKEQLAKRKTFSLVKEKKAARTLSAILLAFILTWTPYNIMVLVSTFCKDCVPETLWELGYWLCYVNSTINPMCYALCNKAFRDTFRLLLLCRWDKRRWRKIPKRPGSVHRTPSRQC
CHRM4 antagonist = antagonists of human muscarinic M4 receptor (CHRM4); CHO-hM4 cells, ACh EC80, Fluo-8 calcium fluorescence; hit rate 0.73% among 360,000; P08173; inhibition, % at 3 µM; AID 624125;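 active means inhibition above its plate's cutoff, the mean inhibition of sample wells plus 3 SD, cut at about 27% in these data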;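 further: 0% = acetylcholine EC80 with DMSO and 100% = DMSO without agonist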
Target sequence (P08173 whole entry, looked up): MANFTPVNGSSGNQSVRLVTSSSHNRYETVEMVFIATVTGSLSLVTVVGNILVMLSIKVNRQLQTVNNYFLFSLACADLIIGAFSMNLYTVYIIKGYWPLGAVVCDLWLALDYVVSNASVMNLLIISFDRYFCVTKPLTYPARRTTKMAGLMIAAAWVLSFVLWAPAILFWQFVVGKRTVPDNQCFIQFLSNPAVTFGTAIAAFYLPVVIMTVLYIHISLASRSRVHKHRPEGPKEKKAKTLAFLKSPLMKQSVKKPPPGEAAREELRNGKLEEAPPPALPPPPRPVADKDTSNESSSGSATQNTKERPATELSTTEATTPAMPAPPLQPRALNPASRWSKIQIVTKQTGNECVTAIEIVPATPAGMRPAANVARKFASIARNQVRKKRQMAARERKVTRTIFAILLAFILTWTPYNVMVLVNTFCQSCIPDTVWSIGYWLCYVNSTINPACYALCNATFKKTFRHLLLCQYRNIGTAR
CHO parental Ca = counter-screen: ATP calcium response change in parental CHO cells; inhibition, % at 5.6 µM; AID 463079; hit rate 0.63% among 330,000; parental CHO-K1, ATP-induced calcium, Fluo-8 fluorescence;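 active means inhibition above that plate's mean sample inhibition plus 3 SD, cut at about 26% in these data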;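 further: 0% = ATP-challenged DMSO wells and 100% = DMSO wells without ATP; some compounds past the cut are filed as inactive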
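Assay system: parental CHO cells; Read-out basis: percent inhibition of ATP-evoked calcium rise, normalized to controls; Benchmarks: ATP and no-ATP DMSO wells; Compound dosing: single nominal dose of 5.6 µM per compound; Signal: Fluo-8 calcium dye fluorescence; Also added: ATP as calcium-mobilizing challenge; Repeats: singlicate.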
M1 ag parental = M1 agonist counterscreen hit in parental CHO-K1 cells | Fluo-8 calcium fluorescence; scaled to maximal ATP response, vehicle zero | activation, % at 3 µM | hit rate 0.48% among 360,000; in the data active means activation above about 15%;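 further: untransfected CHO-K1 host cells lacking M1 receptor as counterscreen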
CHO-K1 Ca antag = nonselective inhibitor or artifact in parental CHO-K1 cells; hit rate 0.6% among 360,000; inhibition, % at 3 µM; AID 602250; ATP-induced calcium, Fluo-8 fluorescence;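 active means inhibition above a per-plate cutoff, the plate's mean sample inhibition plus 3 SD, cut at about 24% in these data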;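 further: 0% = DMSO plus EC80 ATP and 100% = DMSO alone without ATP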
OXTR potentiate = potentiators of human oxytocin receptor. CHO-OTR cells, Fluo-8 calcium fluorescence, potentiator mode; 0% = oxytocin EC15, 100% = EC100. AID 2445. P30559. hit rate 0.061% among 320,000. activation, % at 3 µM;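 active means activation above that plate's cutoff, the mean activation of tested compounds plus 3 SD, cut at about 6.6% in these data, passing the limit was not always enough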;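 further: 100% uses oxytocin at 75 nM as the full agonist control; some results filed as inactive read as strong as hits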
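System: human OTR in CHO cells / Also added: sub-maximal oxytocin, roughly EC15 / Control set: EC15 oxytocin low, 75 nM oxytocin high / Schedule: 6 min compound pre-incubation at room temperature, 100 s kinetic read / Compound: single-point 3.0 µM / Replication: singlicate / Technique: Fluo-8 calcium dye fluorescence / Read-out basis: % activation of max/min ratio relative to oxytocin controls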
CHRM1 antagonist = human CHRM1 antagonism; inhibition, % at 3 µM; CHO-K1 hM1, Fluo-8 calcium fluorescence, ACh EC80 antagonist; hit rate 1.3% among 360,000;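 active means percent inhibition above its own plate's cutoff, namely the mean of that plate's compound wells plus 3 SD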;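 further: peak over basal fluorescence ratio during 140 s after agonist addition; 0% = ACh EC80 plus DMSO and 100% = DMSO alone without agonist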
M1 ag = agonists of human M1 muscarinic receptor; hit rate 0.33% among 360,000; CHO-K1 hM1, Fluo-8 calcium fluorescence, agonist mode; 0% DMSO, 100% acetylcholine EC100; P11229; activation, % at 3 µM;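 active means activation above the run's mean compound activation plus 3 SD, cut at about 16% in these data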;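 further: peak over basal fluorescence ratio within a 140 s kinetic read after compound addition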
M4 ag = agonists of human muscarinic M4 receptor (CHRM4); hit rate 0.14% among 360,000; AID 624127; activation, % at 3 µM; CHO-K1 hM4/Gqi5, Fluo-8 calcium fluorescence; vehicle 0%, full acetylcholine response 100%; P08173;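 active means activation above the run mean over all test wells plus 3 SD, cut at about 32% in these data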;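 further: peak over basal fluorescence ratio per well then scaled between controls; 0% = DMSO wells and 100% = acetylcholine at EC100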
* marks the source's active call; other numbers are inactive results; x = no result given.

cpd	structure	CHO parental Ca	M4 ag	CHRM4 antagonist	M1 ag	M1 ag parental	M1 PAM	CHRM1 antagonist	OXTR potentiate	CHO-K1 Ca antag
1	CCOC(=O)CN1C(=O)C(C)(C)Oc2ccc(C(=O)NC(C)(C)CC)cc21	-6	0	5	-5	0.2	2	6	2	-1
2	O=C(CCn1[nH]c(=O)c2ccccc2c1=O)NCCO	-4	-1	-5	-5	-0.2	8	-9	-3	-11
3	Oc1ccc(-c2n[nH]c(=S)n2-c2ccc3c(c2)OCCO3)c(O)c1	-4	0	-3	-3	-0.3	7	-7	-4	3
4	Cc1cc(O)cc(=O)n1CCc1ccccc1	-7	0	-1	-1	-0.2	2	-9	-16	-3
5	O=C(c1ccco1)N1CCN(Cc2c(F)cccc2Cl)CC1	-2	1	1	-4	0.1	14	-17	-7	-2
6	COc1ccc(C(=O)NCCS(=O)(=O)N2CCc3ccccc3C2)c(OC)c1	-11	4	-6	-1	0.5	5	-7	-8	-6
7	CCCC(=O)C1=C(O)C(C(=O)OC)C(C)(C)CC1=Nc1cccc([N+](=O)[O-])c1 (stereo not given)	-17	0	-14	1	-0.2	23	-7	-11	5
8	COc1cc(CSC)nc(-c2ccccc2)n1	-21	0	-1	-6	-0.5	-2	0	7	6
9	CSc1nc(C)c2c(c1C#N)CCCC2	-6	-3	-6	0	-0.4	-2	18	-1	7
10	Cc1csc(NC(=O)c2cccn2C)n1	3	0	-6	-4	0.8	4	-6	5	-8
11	O=C(OCC(=O)c1c[nH]c2ccccc12)c1ccco1	-7	2	-6	-4	0.0	-1	-10	-5	-4
12	NNc1nc2c(-c3ccc(F)cc3)nnn2c2ccccc12	-18	3	17	-4	1.8	5	-4	-3	2
13	NS(=O)(=O)c1ccc(CCNC(=O)c2cccc([N+](=O)[O-])c2)cc1	-8	1	-7	-8	0.8	7	-1	-11	-4
14	NCCCC(=O)N1c2ccccc2Sc2ccccc21	-3	1	42*	-10	0.5	-27	94*	-3	-13
15	COc1ccccc1OCC(=O)Nc1sc2c(c1C(N)=O)CCC2	-7	4	1	-4	2.8	-1	-1	-6	-8
16	Cc1ccnc(NC(=S)NC(=O)/C=C/c2ccco2)c1	-25	1	-7	-3	0.5	7	-8	-12	-5
17	N/C(Cc1ccc(Cl)cc1)=N\OC(=O)c1cccc2ccccc12	-26	-1	3	-7	0.4	2	-8	-3	-13
18	CC(=O)c1c(C)[nH]c(C(=O)COC(=O)c2cc(C)oc2C)c1C	-5	18	-13	1	9.0	-6	4	-14	-5
19	COc1cc(NC(=O)CSc2nnc3ccc(-c4ccncc4)nn23)cc(OC)c1	-9	2	0	-8	0.3	-7	4	-4	-4
20	COc1cccc(/C=C2\C(=O)N(c3cccc(C)c3)C(=O)c3ccccc32)c1	-15	0	5	-5	0.2	7	-1	1	-8
21	CCS(=O)(=O)N1CCC(C(=O)Nc2cccc(F)c2)CC1	6	2	-14	-2	0.6	8	-16	-5	-8
22	Cc1ccc(S(=O)(=O)c2nc(S(C)(=O)=O)sc2N2CCCC2)cc1	-1	1	5	-1	0.6	1	-3	2	-6
23	CSc1nnc(CNS(=O)(=O)c2ccc(Cl)cc2)n1C	-5	0	-6	-5	0.6	9	-3	-4	7
24	COc1ccccc1-c1cc(N)n(S(=O)(=O)c2cccc3nsnc23)n1	16	1	-1	-3	1.1	10	-32	-16	-18
25	NS(=O)(=O)c1ccc(CCNC(=O)c2ccc(Cl)c(S(=O)(=O)N3CCCCCC3)c2)cc1	x	12	1	-2	2.4	-8	19	x	13
26	COc1ccc(NC(=O)C[C@H]2C(=O)N(CCc3ccccc3)C[C@@H]2C)cc1	x	2	-7	-2	1.2	-2	-2	x	0
27	CN(C)CCCN(C(=O)c1ccc(S(=O)(=O)N2CCCCCC2)cc1)c1nc2ccc(Br)cc2s1	-8	14	3	-3	5.5	4	1	-9	21
28	O=C(CSc1nnc2ccccn12)c1ccc2c(c1)OCCO2	-13	1	-1	-5	0.4	8	-11	-1	-2
29	CC(C)c1cccc(C(C)C)c1NC(=O)c1ccc(-c2cc(Cl)ccc2Cl)o1	x	-1	3	-5	0.6	-1	-3	x	-3
30	CCOC(=O)N1CCN(c2ccc3nnnn3n2)CC1	7	0	-3	-8	1.6	4	-13	-14	3
31	O=C(CCNS(=O)(=O)c1ccccc1F)N1CCN(Cc2ccccc2)CC1	-11	1	-7	-6	0.2	6	-7	-6	8
32	CC(=O)NC1C(=O)N(CCN2CCOCC2)c2ccc(F)cc21 (stereo not given)	x	0	4	-3	1.1	2	-12	x	-8
33	Cc1noc(C)c1CSc1nc2cc(S(=O)(=O)N3CCOCC3)ccc2o1	-18	1	8	-4	3.4	-2	8	-1	-9
34	CC1(C)C2CCC1(CS(=O)(=O)N1CCOCC1)C(=O)C2 (stereo not given)	-6	1	7	-4	0.4	-1	7	-4	-4
35	COc1ccc(-c2csc(NC(=O)CSCc3c(C)noc3C)n2)c(OC)c1	-27	12	-8	-2	1.1	1	-12	-17	2
36	CCOC(=O)c1[nH]c(C)c(C(=O)C(C)C)c1C	-5	0	-11	-7	0.5	7	-4	1	-12
37	CC1(C(=O)NS(=O)(=O)C2CC2)CCCN(C(=O)C2(c3ccc(Cl)cc3)CCCC2)C1 (stereo not given)	x	0	1	-2	0.3	6	-5	x	-6
38	O=C(OCc1cc(=O)c(OC(=O)c2ccccc2)co1)c1ccccc1	x	3	-5	0	0.2	5	-12	x	-6
39	Cc1ccccc1CN(C)C(=O)c1ccc2ccccc2n1	-4	4	-11	-3	1.5	5	-6	3	-6
40	O=S(=O)(c1ccccc1C(F)(F)F)N1CCN(c2ncnc3sccc23)CC1	-10	23	14	0	17*	-19	29*	-12	-2
41	Cc1ccc(C(=O)NCC(=O)NCC(=O)OCc2ccc(Cl)cc2)cc1	-14	-1	3	-4	-0.6	11	-10	-4	2
42	Cc1cn(C(=O)c2ccccc2)c(=S)n1-c1ccc(Cl)cc1	-14	-4	-4	-6	0.1	1	-2	1	16
43	CSC1=NC(C)(C)C=C(/C=C/c2ccc(Cl)cc2)N1	-27	5	4	-12	0.3	6	-1	-4	6
44	O=C(CCCCCNC(=O)c1ccccc1)N/N=C/c1ccc(F)cc1	-23	2	-6	-6	-0.5	-2	2	1	-15
45	C[C@@H](C(=O)Nc1ccc2ccccc2c1)[C@@H]1C[C@@]1(C)[C@@H](NC(=O)c1cnccn1)c1ccccc1	-20	1	10	-7	-0.5	-5	6	-11	-7
46	O=C(/C=C/[C@H]1O[C@@H](n2ccc(=O)[nH]c2=O)[C@H](O)[C@@H]1O)N[C@@H](Cc1ccccc1)C(=O)O	x	1	-5	-2	-0.3	1	-21	x	-5
47	CCN1C(=O)CSc2ccc(C(=O)OC)cc21	-10	0	-7	-1	-0.1	-3	0	-4	5
48	C#CCn1cc(/C=N/NC(=O)COc2cccc3cccnc23)c2ccccc21	-13	3	-3	-7	13	8	-9	-10	5
49	COC(=O)CSc1nnc(COc2cccc3ccccc23)o1	-12	1	-3	0	0.1	6	-18	-2	-5
50	O=C1C2C3CCCC3=C3CCCC3C2C(=O)N1c1cccc(Cl)c1 (stereo not given)	-28	0	6	-5	0.7	-4	2	-13	-7
51	Cc1ccc(-c2nc3ccccc3[nH]2)cn1	-10	1	3	-1	0.4	6	-8	-2	-8
52	Cc1ccc(NC(=O)CSc2nsc(SCC(=O)Nc3ccc(C)cc3C)c2C#N)c(C)c1	0	1	1	-6	1.0	14	-8	-8	-8
53	COCCn1c(SCC(=O)Nc2ccc(F)cc2F)nc2c(c1=O)SCC2	x	-1	-3	-1	0.2	0	-2	x	-7
54	CCCSc1nc2c(c(=O)[nH]c(=O)n2C)n1Cc1ccccc1	-22	0	6	-6	1.4	1	-6	5	-4
55	CCOC(=O)COc1ccc([N+](=O)[O-])cc1	6	1	-1	-6	0.2	1	-3	-1	-2
56	COc1ccc(C)cc1S(=O)(=O)N1CCC2(CC1)OCCN2S(=O)(=O)c1ccccc1	-28	-1	7	-2	1.4	8	-8	-5	1
57	COc1cccc(NC(=O)c2sc(NC(=O)c3ccncc3)nc2C)c1	6	6	-4	-1	2.3	1	-9	-16	-5
58	COc1cccc(C(=O)NC(=S)N2c3ccccc3CC2C)c1OC (stereo not given)	-18	3	-2	-11	0.9	-5	1	-8	-7
59	CC1Cc2ccccc2N1S(=O)(=O)c1cccc(C(=O)NCc2ccccn2)c1 (stereo not given)	-16	8	1	-4	6.9	-4	5	-8	-10
60	CSc1nsc(SC)c1C(=O)Nc1ccc(Cl)cc1	-1	0	6	-4	0.4	-2	4	-2	2

Next compounds follow.
cpd	structure	CHO parental Ca	M4 ag	CHRM4 antagonist	M1 ag	M1 ag parental	M1 PAM	CHRM1 antagonist	OXTR potentiate	CHO-K1 Ca antag
61	CC(=O)O[C@@H]1[C@H]2[C@@H](C[C@@H](C)[C@@H]3C=CC(=O)[C@@]13C)OC(=O)[C@@H]2C	-12	2	1	-4	0.6	10	-10	-7	-13
62	CCN1CC(CN(C)Cc2cn(-c3ccc(C)cc3)nc2-c2cccc(C)c2)CC1=O (stereo not given)	-19	2	-2	-8	2.6	3	0	-2	-10
63	CCCCNc1cc(F)nc(N)n1	4	1	-7	-2	-0.2	5	-11	5	2
64	CCOc1ccc(OCCCC(=O)NNC(=O)c2ccncc2)cc1	-2	0	1	-4	0.7	-1	-3	2	-9
65	CCN(CC)CCCN1C(=O)C(=O)/C(=C(/O)c2cc(C)ccc2C)C1c1cccnc1 (stereo not given)	9	0	-7	-2	-0.3	7	-23	-14	0
66	CN(C)C(=O)c1ccc(NC(=O)COc2cccc(Oc3ccccc3)c2)cc1	-10	4	3	-3	3.6	-3	8	0	-14
67	CC(=O)c1cccc(NC(=O)c2cc(=O)c3ccccc3o2)c1	3	1	2	-1	0.6	3	-10	-5	-4
68	Cc1ccc(C(=O)c2cc([N+](=O)[O-])ccc2N2CCOCC2)cc1C	-25	0	2	-12	0.3	3	-5	-9	-14
69	O=C(NCCc1ccccc1)C1CCCN1C(=O)Nc1ccc(Cl)cc1 (stereo not given)	-15	0	5	-4	0.0	13	-24	-5	-7
70	Cc1ccc(C(=O)COC(=O)c2cc(Cl)nc3ccccc23)cc1	-20	0	11	-5	-0.8	8	-5	-1	17
71	c1ccc(SCc2nc(-c3ccncc3)n[nH]2)nc1	-11	2	4	4	0.4	5	10	-1	3
72	O=C(O)c1ccc2c(c1Nc1ccccc1)C(=O)c1ccccc1C2=O	-4	0	-9	-5	1.1	6	-2	-13	-15
73	CC(=O)c1cccc(NC(=O)C2CCN(S(=O)(=O)c3ccc(F)cc3)CC2)c1	-3	9	-1	-3	2.5	4	-2	-1	-8
74	COc1ccc(CN2C(=O)c3ccccc3C2(C)c2nc3ccccc3[nH]2)cc1 (stereo not given)	x	0	0	x	0.3	x	x	x	-20

Screens deposited in PubChem by The Scripps Research Institute Molecular Screening Center.
